Compound activity: PubChem BioAssay, Sanford-Burnham Center for Chemical Genomics
ATG4B inhibitor: ATG4B protease inhibitors, primary screen, biochemical, fluorescence, uHTS | Cysteine protease ATG4B (Homo sapiens), Q9Y4P1 | ATG4B cleavage of LC3-PLA2, NBD-HPC fluorescence, 1 h | inhibition, % at 8.33 µM | 0.51% of 340,000 active | AID 504462, 2011; in the data active = inhibition above about 40%
TIM10 inh: growth inhibitors of isogenic TIM10 control yeast, primary screen, counter-screen for tim10-1 yeast inhibitor project, luminescence, uHTS; S. cerevisiae TIM10 strain growth, BacTiter-Glo luminescence, 24 h; inhibition, % at 10 µM; 1.4% of 330,000 active; AID 463195, 2010;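 active = inhibition of 40% or more at the single tested concentration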;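 note: wild-type TIM10 isogenic control strain grown at permissive 25 °C; 0% = DMSO yeast wells and 100% = minimal medium wells without yeast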
mIAP activ: activators of mouse IAP, primary screen, biochemical, luminescence, uHTS; AID 2805, 2010; 0.24% of 330,000 active; muIAP, CDP-Star luminescence, 30 min; active compounds read high; 1 = vehicle-only enzyme signal, 0 = enzyme-free wells; intestinal alkaline phosphatase [Mus musculus]; activation factor at 10 µM;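 active = activation factor of at least 2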; note: the source names both 10 and 20 µM as test concentration; values of inactives mirror those of a sister screen read the other way
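Assay system: mouse IAP enzyme / Compound: DMSO-dissolved test compounds / Timing: 30 min, room temperature / Measured by: luminescence from enzymatic CDP-Star hydrolysis / Control set: DMSO-only wells, enzyme-free buffer wells as negative control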
mIAP inh: inhibitors of mouse IAP, primary screen, biochemical, luminescence, uHTS | purified mouse IAP, CDP-Star luminescence, 30 min | intestinal alkaline phosphatase [Mus musculus] | 0.2% of 330,000 active | AID 2806, 2010 | inhibition, % at 10 µM;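 active = inhibition of at least 40% at 10 µM in the primary screen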;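 note: plate controls were DMSO with enzyme for no effect and no enzyme wells for full effect; values of inactives mirror those of a sister screen read the other way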
hIAP inh: human IAP inhibitors, primary screen, biochemical, luminescence, uHTS. Intestinal-type alkaline phosphatase (Homo sapiens), P09923. purified IAP, CDP-Star luminescence, 30 min. inhibition, % at 10 µM. 0.12% of 330,000 active;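 active = inhibition reaching a set limit with compound at 10 µM in the primary screen, cut at about 35% in these data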;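 note: plate controls were DMSO wells with enzyme for no effect and no-enzyme buffer wells for full effect; values of inactives mirror those of a sister screen read the other way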
tim10-1 inh: growth inhibitors of tim10-1 mutant yeast, primary screen, luminescence, uHTS. inhibition, % at 20 µM. 2.2% of 330,000 active. S. cerevisiae tim10-1 ts strain growth, BacTiter-Glo, 24 h. AID 463190, 2010;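 active = inhibition of at least 40%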;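 note: mutant grown at 25 °C; 0% = DMSO wells with yeast and 100% = wells holding no yeast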
Apaf1 inhib: inhibitors of human Apaf-1 apoptosome, primary screen, biochemical, DEVD-Rh110 fluorescence, uHTS | 0.71% of 330,000 active | reconstituted apoptosome caspase-3 activity | Apoptotic protease-activating factor 1 (Homo sapiens), O14727 | inhibition, % at 20 µM; active = inhibition of at least 40% at 20 µM;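 note: plate controls were DMSO wells for no effect and DEVD-CHO caspase inhibitor wells for full effect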
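Material: biochemical Apaf-1 apoptosome reconstitution. Medium: Hepes buffer, pH 7.5. Also added: cytochrome c activation, bis-DEVD rhodamine 110 substrate. Timing: 30 min compound preincubation, 50 min activation, room temperature. Measured by: rhodamine 110 fluorescence at Ex 480/Em 540 nm.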
NLRP3 yeast inh: NALP3 inflammasome inhibitors in reconstituted yeast, primary screen, luminescence, uHTS | AID 2825, 2010 | inhibition, % at 10 µM | Yeast reconstituted NLRP3/ASC/caspase-1, beta-gal luminescence, 24 h | 0.39% of 330,000 active;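 active = inhibition of 50% or more; inactive = inhibition below 50%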;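 note: plate controls were induced DMSO wells for no effect and uninduced yeast grown without galactose for full effect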
hIAP act: human IAP activators, primary screen, biochemical, luminescence, uHTS. AID 2524, 2010. purified human IAP, CDP-Star luminescence, 30 min; active compounds read high; 1 = vehicle-only enzyme, 0 = enzyme-free background. activation factor at 10 µM. 0.16% of 330,000 active;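 active = activation factor of the enzyme at least 2-fold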; note: the source names both 10 and 20 µM as test concentration; values of inactives mirror those of a sister screen read the other way
Starred values were filed as active, the others as inactive.

SMILES	ATG4B inhibitor	TIM10 inh	mIAP activ	mIAP inh	hIAP inh	tim10-1 inh	Apaf1 inhib	NLRP3 yeast inh	hIAP act
O=[N+]([O-])c1ccc(Nc2cccc(F)c2)nc1	2	15	0.96	4	-5	20	12	-12	1.1
Cc1ccc(C(=O)NCC(=O)OCC(=O)Nc2ccc(Cl)cn2)cc1	2	-9	0.91	9	6	0	-15	4	0.94
COc1ccc(CCCc2nnc(SCC(=O)Nc3ccc(C)c(C)c3)o2)cc1	4	-4	1.2	-20	-8	20	15	24	1.1
O=C1CC(c2ccc(O)cc2)Oc2ccccc21 (centres undefined)	7	17	0.78	22	18	26	-6	-4	0.81
Cc1cnc2ncc3sccc3c2c1	-2	-9	1	-3	-6	0	0	-4	1.1
Cc1ccc(S(=O)(=O)n2nc(C)c(S(=O)(=O)N3CCCCC3)c2C)cc1	-4	-4	0.96	4	13	-4	-8	0	0.87
CCC1=C2CC[C@H]3C(=O)N(CC(=O)OC)C(=O)[C@H]3[C@H]2[C@@]2(C)C(=NCC(=O)OC)OC(=O)N2C1=O	-5	6	1	-1	2	2	-1	17	0.97
[O-]/C(=C(\C(=S)NCc1ccco1)[n+]1ccccc1)c1ccccc1Br	-2	5	0.67	33	-9	18	4	12	1.1
COc1ccc([N+](=O)[O-])cc1NC(=O)CSc1ccccc1	-11	29	0.89	11	-6	20	-3	20	1.1
CC(=O)c1cccc(NC(=O)CSc2n[nH]c(-c3ccncc3)n2)c1	-3	9	0.92	8	11	1	-13	10	0.89
CN1CCN(CCNC(=O)Nc2ccccc2C(F)(F)F)CC1	7	5	1	-4	-11	22	5	-4	1.1
O=C(c1ccc2c(c1)OCO2)C1CCCN(C2CCN(CCc3ccccc3)CC2)C1 (centres undefined)	13	-157	0.95	5	1	-90	-2	13	0.99
COCCNC(=O)CCCCCN1C(=O)CCC1=O	0	-16	1.1	-12	-5	-18	0	4	1.1
COc1ccc(Nc2nc(-c3ccccc3)nc3ccccc23)c(OC)c1	-12	-8	1	-2	9	17	16	0	0.91
O=C(NCC(c1ccc(F)cc1)N1CCOCC1)c1nn(-c2ccccc2)c(=O)c2ccccc12 (centres undefined)	1	17	1	0	-18	28	9	29	1.2
Cc1ccc(CNC(=O)Nc2ccc(C)cc2)cc1	-7	-8	1.1	-9	-8	0	2	22	1.1
COc1ccc2nc(SCC(=O)N(C)C3CCCCC3)[nH]c2c1	0	-2	1.2	-18	-6	0	1	21	1.1
COc1ccc(-c2cc3nc(C)c(CCC(=O)NC(C)CCc4ccco4)c(C)n3n2)c(OC)c1 (centres undefined)	-21	24	1.2	-18	-10	27	11	11	1.1
CCOC(=O)c1ccc(CNC(=O)C2CCC(=O)N(Cc3cccc(OC)c3)C2)o1 (centres undefined)	18	1	0.98	2	-23	-3	-1	6	1.2
CCOC(=O)c1cc(NC(=O)Nc2ccc(Br)cc2)c(C)nc1C	-20	29	1.4	-38	14	39	16	8	0.85
O=c1cc(CN2CCN(c3ccccc3F)CC2)c2cc(O)c(-c3ccccc3)cc2o1	5	-3	1	-3	7	9	-3	2	0.93
Cc1ccc(-n2c(=O)c3c(n4cnnc24)-c2ccccc2CC32CCCCC2)cc1	-3	8	0.94	6	-18	23	18	24	1.2
CS(=O)(=O)N(CC(=O)N1CCCC1)c1cc(Cl)ccc1Cl	0	-7	1	-3	-1	5	-2	1	1
O=S(=O)(c1cccc2ccccc12)N1CCCCC1	-5	-10	0.97	3	-25	-24	10	34	1.2
CCn1cc(C(=O)NCc2ccccc2Cl)cn1	-7	4	1.1	-6	9	2	-4	-14	0.91
C#CCn1c(=NC(=O)CSC(C)=O)sc2cc(F)ccc21	7	-23	0.91	9	-10	10	5	-3	1.1
CCC(=O)NNc1ncnc2c1cnn2-c1cccc(C)c1	2	5	0.93	8	-56	3	-9	0	1.6
COC(=O)c1ccccc1NC(=O)COC(=O)c1ccc(C)c(NC(=O)c2ccco2)c1	-15	12	0.88	12	0	10	23	30	1
NC(=S)Nc1ccc2cc[nH]c2c1	4	4	0.91	10	16	12	-16	15	0.83
CCn1nc(CC(C)C)cc1C(=O)N1CCCC(Nc2ccc(OC)cc2)C1 (centres undefined)	3	9	1	-4	-22	2	4	13	1.2
CCc1cccc(C)c1NC(=O)CN(C)Cc1ccc(Br)cc1	-18	8	1.1	-13	-14	34	18	-2	1.1
O=C(NC(=S)Nc1ccccc1N1CCOCC1)c1ccc(-c2cc(Cl)ccc2Cl)o1	10	11	0.87	13	-15	16	6	15	1.2
O=C(Nc1ccc2c(c1)OCO2)C1CCN(Cc2cc3c(cc2O)OCO3)CC1	-11	-9	0.93	7	-7	3	5	20	1.1
CCCn1c(=O)[nH]c(=O)c2c1nc(-c1cc([N+](=O)[O-])ccc1Cl)n2CCOC	1	6	0.99	0	10	8	-4	11	0.9
COc1ccc(CC(=O)NCCS(=O)(=O)N2CCN(c3ccccc3OC)CC2)cc1	-4	4	1	-4	2	17	7	14	0.97
Cc1cc(F)ccc1NS(=O)(=O)c1c(C(=O)N2CCOCC2)c(C)n(C)c1C	-2	10	1	0	18	-6	2	7	0.82
O=C(CCN1C(=O)[C@@H]2Cc3ccccc3CN2C1=O)NCc1ccc(Cl)cc1	-5	0	0.98	2	3	26	1	6	0.97
COc1ccc(CCNC(=O)Cn2nc(C)n3nc(-c4ccccc4)cc3c2=O)cc1OC	-1	-1	1	-4	-4	8	9	-2	1
O=c1[nH]c2ccc(NC(=S)NCc3ccccc3)cc2[nH]1	4	-27	0.97	3	-2	-4	-3	0	1
CCC(Cc1ccccc1)NCc1c(C(=O)O)c(C)n(Cc2ccccc2)c1C (centres undefined)	-7	14	0.93	7	24	6	5	-5	0.76
COc1ccccc1N(CC(=O)NC1CCCC1)S(=O)(=O)c1cccc(C(F)(F)F)c1	-4	16	0.96	4	-5	26	13	10	1.1
CCCC(=O)N1CCN(c2ccc(NC(=S)NC(=O)CC)cc2)CC1	7	-6	0.98	2	3	24	9	16	0.97
CCCCn1c(N)c(N(CCC(C)C)C(=O)CN2C(=O)C3CCCCC3C2=O)c(=O)[nH]c1=O (centres undefined)	4	-3	1	-4	15	5	7	10	0.85
Cc1cc(=O)nc2c3ccccc3n(CC(=O)NC(C)c3ccc4c(c3)OCCO4)n12 (centres undefined)	2	11	1	-3	-2	-12	-6	14	1
Cc1ccnc(SCc2cc(=O)c(OC(=O)c3ccccc3)co2)n1	-10	13	1.1	-14	-9	19	-9	-4	1.1
Cn1c(SCc2nc3ccccc3c(=O)[nH]2)nnc1-c1ccco1	-7	6	1	-3	4	-1	-18	-12	0.96
O=C(O)c1ccccc1C(=O)NCCc1c(C(=O)O)[nH]c2ccc(Cl)cc12	2	-10	0.98	2	9	6	-1	-6	0.91
COc1cccc(Cn2cc(/C=N/NC(=O)c3cc(O)cc(O)c3)c3ccccc32)c1	48*	-1	0.93	8	-13	8	4	12	1.1
C/C(O)=C(\N=Nc1cc(C)ccc1O)C(N)=O	7	19	0.98	2	-24	22	1	19	1.2
C#CCn1c(=NC(=O)c2cc(Cl)sc2Cl)sc2cc(S(N)(=O)=O)ccc21	-6	22	0.87	13	-2	47*	-8	16	1
Continuation.
SMILES	ATG4B inhibitor	TIM10 inh	mIAP activ	mIAP inh	hIAP inh	tim10-1 inh	Apaf1 inhib	NLRP3 yeast inh	hIAP act
CC(C)NC(=O)CN1CCC(c2nc3ccccc3[nH]2)CC1	4	-3	0.93	7	-10	17	-12	15	1.1
CCC(C)c1ccc(NC(=O)COc2c(F)c(F)c(C(F)(F)F)c(F)c2F)cc1 (centres undefined)	5	14	0.79	21	-11	35	16	-4	1.1
CC1(C)NC(=O)N(CC(=O)N2CCN(c3cccc(Cl)c3)CC2)C1=O	0	-6	0.99	1	9	2	-12	4	0.91
Cc1c(C(=O)OC2CCC(C)CC2)[nH]c2c1C(=O)CCC2 (centres undefined)	-3	8	0.94	6	13	33	18	17	0.87
O=S(=O)(NCC(c1ccc2c(c1)OCO2)N1CCOCC1)c1ccc(Br)cc1 (centres undefined)	1	-3	0.94	6	5	20	-3	20	0.95
COc1ccc(NS(=O)(=O)c2ccc(O)c([N+](=O)[O-])c2)cc1S(=O)(=O)N1CCCCC1	-6	-1	0.94	6	-15	4	4	5	1.2
COc1cc2c(cc1OC)-c1cc3ccc4c(c3c[n+]1CC2)OCO4	-12	39	0.98	2	-20	18	73*	30	1.2
O=C(NCCCN1CCN(c2cccc(Cl)c2)CC1)c1nc(-c2ccncc2)no1	-2	8	0.88	12	-22	28	16	20	1.2
CC(CCc1ccc(O)cc1)NC(c1ccccc1)c1ccc(Cl)cc1 (centres undefined)	4	19	0.95	4	-4	9	12	-4	1
CCOc1ccccc1C(=O)n1nc2nc(C)cc(C)c2c1N	-2	-21	0.97	3	-2	14	-4	4	1
COC(=O)c1ccc(NC(=O)c2cc(Cl)ccc2OC)cc1	-8	9	1	0	0	9	-16	-4	1
COc1ccc(CCNC(=O)CNS(=O)(=O)c2ccc(N(C)C)c([N+](=O)[O-])c2)cc1OC	-2	5	0.98	2	4	-2	-3	-17	0.96
Cc1ccc(C)c(N(CC(=O)NC2CCCC2)S(=O)(=O)c2ccccc2)c1	2	1	1.1	-7	-14	28	8	-8	1.1
Cc1ccccc1CNC(=O)CCC(=O)N1CCOc2ccc(Cl)cc21	-7	5	1	-1	14	19	-9	14	0.86
CCn1c(SCC(=O)OCc2ccccc2)nnc1-c1ccco1	-6	2	1.1	-11	-5	4	6	-8	1
COCCCN1C(=O)c2ccc(C(=O)Nc3ccccc3Cl)cc2C1=O	-2	11	0.93	7	-7	0	-1	23	1.1
Cc1ccc[n+](CC(=O)c2cc3ccccc3oc2=O)c1	-5	6	1	-5	-11	3	-5	10	1.1
